# PAD4 FP inh: PAD4 (human) enzyme inhibition. Q9UM07. recombinant PAD4, RCA probe fluorescence polarization. inhibition, % at 6.36 µM. 0.41% of 330,000 active. AID 485272;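 active means percent inhibition above a cutoff equal to the mean of all tested compounds plus 3 SD, cut at about 15% in these data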;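 further: 0% = PAD4 with RCA probe and DMSO and 100% = probe without PAD4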
# LYPLA1 counter: LYPLA1 (human) inhibition in PME1 counter-screen; O75608; recombinant LYPLA1, FP-Rh probe fluorescence polarization; inhibition, % at 5.9 µM; 0.16% of 320,000 active; AID 2174;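 active means inhibition above the mean of all tested compounds plus 3 SD, set per campaign, cut at about 14% in these data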;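 further: inhibitors block serine hydrolase probe labeling of LYPLA1 so polarization falls; 0% = enzyme with DMSO and 100% = wells lacking LYPLA1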
# Target sequence (O75608 whole entry, looked up): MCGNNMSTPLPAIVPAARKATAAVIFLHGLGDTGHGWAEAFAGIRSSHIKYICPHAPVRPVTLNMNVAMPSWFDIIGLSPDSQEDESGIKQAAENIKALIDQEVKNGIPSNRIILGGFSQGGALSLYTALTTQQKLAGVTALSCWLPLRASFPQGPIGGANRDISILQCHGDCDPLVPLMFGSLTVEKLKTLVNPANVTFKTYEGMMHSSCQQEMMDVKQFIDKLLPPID
# PAFAH1B2 inh: inhibitors of human PAFAH1B2. 1.2% of 340,000 active. inhibition, % at 3.39 µM. P68402. recombinant PAFAH1B2, FP-rhodamine activity probe, fluorescence polarization;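 active means inhibition above the mean of all tested compounds plus 3 SD, cut at about 24% in these data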;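 further: 0% = enzyme with DMSO and 100% = wells lacking PAFAH1B2; many of its hits are not listed in these tables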
# Target sequence (P68402 whole entry, looked up): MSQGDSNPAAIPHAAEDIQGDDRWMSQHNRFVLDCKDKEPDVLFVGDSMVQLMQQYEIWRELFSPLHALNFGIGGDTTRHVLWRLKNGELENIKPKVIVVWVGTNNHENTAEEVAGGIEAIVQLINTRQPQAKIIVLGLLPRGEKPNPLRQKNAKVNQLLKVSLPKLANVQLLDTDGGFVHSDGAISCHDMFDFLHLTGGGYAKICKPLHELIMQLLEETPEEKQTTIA
# PME-1 primary: blocks human protein phosphatase methylesterase 1; inhibition, % at 5.9 µM; recombinant PME-1, FP-Rh probe fluorescence polarization; AID 2130; Q9Y570; 0.53% of 320,000 active;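 active means inhibition above the campaign mean of all compounds plus 3 SD, cut at about 26% in these data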;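 further: competitive labeling of PME-1 active site by serine hydrolase directed probe; 0% = PME-1 with DMSO and 100% = wells lacking PME-1 enzyme; inhibitors block probe labeling so polarization falls and inhibition rises; many of its hits are not listed in these tables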
# GSTO1 counter: counter-screen for RBBP9 inhibitors: inhibitors of human GSTO1 | inhibition, % at 5.96 µM | AID 1974 | 1.1% of 300,000 active | recombinant GSTO1, activity-based probe fluorescence polarization;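 active means inhibition above the campaign mean inhibition plus 3 SD, cut at about 35% in these data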;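 further: 0% = GSTO1-1 with DMSO and 100% = wells lacking GSTO1-1 enzyme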
# Target sequence (P78417 whole entry, looked up): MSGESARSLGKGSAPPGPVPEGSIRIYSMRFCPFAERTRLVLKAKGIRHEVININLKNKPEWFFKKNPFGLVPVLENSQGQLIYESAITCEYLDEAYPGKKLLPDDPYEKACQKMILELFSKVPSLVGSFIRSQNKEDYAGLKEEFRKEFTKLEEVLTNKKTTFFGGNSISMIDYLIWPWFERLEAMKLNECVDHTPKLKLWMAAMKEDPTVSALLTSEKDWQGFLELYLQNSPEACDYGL
# pPAFAH FP inh: inhibitors of human plasma PAF acetylhydrolase (pPAFAH); Q13093; recombinant pPAFAH, FP-rhodamine probe fluorescence polarization; inhibition, % at 3.39 µM; 1.5% of 330,000 active; AID 463082;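 active means inhibition above the mean inhibition across the screen plus 3 SD, cut at about 25% in these data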;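 further: inhibitors block binding of the rhodamine activity-based probe so polarization drops; 0% = enzyme with DMSO and 100% = wells lacking pPAFAH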
# Fam108B inh: Fam108B inhibition, counter-screen for RBBP9 inhibitors. recombinant Fam108B, FP-Rh probe fluorescence polarization. inhibition, % at 9.51 µM. 0.33% of 300,000 active. AID 1947;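 active means inhibition above the screen mean inhibition plus 3 SD, computed separately per campaign, cut at about 18% in these data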;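 further: inhibitors lower polarization as less probe binds the enzyme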
# PAFAH1B3 inh: blocks human PAF acetylhydrolase 1B catalytic subunit 3; recombinant PAFAH1B3, FP-rhodamine probe, fluorescence polarization; 0.28% of 340,000 active; inhibition, % at 3.39 µM; AID 492972;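 active means inhibition above the screen-wide average of all tested compounds plus 3 SD, cut at about 25% in these data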;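 further: 0% = enzyme with DMSO only and 100% = wells lacking PAFAH1B3 protein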
# Target sequence (Q15102 whole entry, looked up): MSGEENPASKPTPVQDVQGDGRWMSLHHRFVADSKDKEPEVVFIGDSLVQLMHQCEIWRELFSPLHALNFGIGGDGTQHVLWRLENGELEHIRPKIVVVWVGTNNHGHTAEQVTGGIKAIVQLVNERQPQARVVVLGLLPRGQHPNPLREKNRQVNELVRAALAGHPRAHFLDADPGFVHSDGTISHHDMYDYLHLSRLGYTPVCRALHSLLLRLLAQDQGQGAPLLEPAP
# PAFAH2 inh: PAFAH2 (human) inhibition. Q99487. recombinant PAFAH2, FP-rhodamine activity probe, fluorescence polarization. inhibition, % at 3.39 µM. 0.99% of 340,000 active. AID 492956;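 active means inhibition above the mean over all tested compounds plus 3 SD, cut at about 30% in these data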;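 further: inhibitors block probe labeling of enzyme so polarization drops; 0% = enzyme with DMSO and 100% = wells lacking PAFAH2 protein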
# An asterisk follows results filed as active; / = no result given. An excerpt; the hit share may differ from the screen's.
# A first look, 4 compounds:
SMILES,PAD4 FP inh,LYPLA1 counter,PAFAH1B2 inh,PME-1 primary,GSTO1 counter,pPAFAH FP inh,Fam108B inh,PAFAH1B3 inh,PAFAH2 inh
Cc1ccc(S(=O)(=O)N2CCCC2)cc1C(=O)NCCN1CCOCC1,1,1,-4,-3,4,-2,8,19,2
Cc1occc1C(=O)NC1CCCCCC1,-4,2,1,3,7,6,0,8,-4
Cc1cc(C(=O)N/N=C/c2cccnc2)n[nH]1,-3,0,8,-4,-3,1,-4,6,0
COc1ccc(C(=O)N2CCCC(C(=O)c3ccccc3OC)C2)cc1OC (centres undefined),0,1,7,-5,-4,0,0,8,4

# Results, from the first entry:
SMILES,PAD4 FP inh,LYPLA1 counter,PAFAH1B2 inh,PME-1 primary,GSTO1 counter,pPAFAH FP inh,Fam108B inh,PAFAH1B3 inh,PAFAH2 inh
Cc1ccc(S(=O)(=O)N2CCCC2)cc1C(=O)NCCN1CCOCC1,1,1,-4,-3,4,-2,8,19,2
Cc1occc1C(=O)NC1CCCCCC1,-4,2,1,3,7,6,0,8,-4
Cc1cc(C(=O)N/N=C/c2cccnc2)n[nH]1,-3,0,8,-4,-3,1,-4,6,0
COc1ccc(C(=O)N2CCCC(C(=O)c3ccccc3OC)C2)cc1OC (centres undefined),0,1,7,-5,-4,0,0,8,4
COc1cccc(CN2C(=O)NC3(CCCCCC3)C2=O)c1,-2,-1,4,-2,4,-1,-2,13,-7
Clc1ccccc1OCCN1CCCCC1,-3,-1,3,3,-3,0,3,-4,4
O=C(CNC(=O)c1cccs1)Nc1ccncc1,5,0,5,2,6,1,-1,3,10
O=C(CNC(=O)c1ccc(Br)cc1)Nc1ccc2c(c1)CCC2,-3,/,-1,/,/,-1,/,7,-6
O=C(NCCc1ccccc1)c1ccc(Cl)c(S(=O)(=O)N2CCCC2)c1,-4,1,0,3,1,3,-2,-4,3
O=C(NC(=S)Nc1ccc(N2CCOCC2)cc1)c1cccc([N+](=O)[O-])c1,4,-7,3,-3,-2,-1,1,9,1
CCN(CC)C(=O)CSc1ncnc2c(-c3cccs3)nsc12,-3,-20,-3,8,22,20,5,-2,3
O=C(NC(Cc1ccccc1)C(=O)N1CCN(S(=O)(=O)c2ccccc2)CC1)c1ccccc1 (centres undefined),-2,-7,8,1,-1,-6,-1,-7,1
Cc1c(C(=O)Nc2nccs2)oc2ccc(F)cc12,-2,-2,3,-1,/,-1,/,-2,-3
CCOC(=O)C1=C(COC(=O)c2ccccc2[N+](=O)[O-])NC(=O)NC1C (centres undefined),-1,2,3,3,-2,0,3,-1,-5
CCOC(=O)N1CCN(CC(O)c2ccccc2)CC1 (centres undefined),-3,1,4,-3,-4,-5,4,4,1
C/C(Cc1ccccc1)=N\NC(=O)c1ccc(F)cc1,5,-1,0,0,-3,0,2,-4,3
O=C(NC1CCSC1=O)c1ccc(Oc2ccc(F)cc2)nc1 (centres undefined),-4,1,0,5,4,3,2,-3,-2
CCOC(=O)c1cc(-c2ccc(N3CCOCC3)cc2)nn1-c1ccccc1,-6,1,-2,8,5,8,0,5,5
O=C(NCCCO)/C(=C\c1ccco1)NC(=O)c1ccc(Br)o1,-3,0,1,1,-3,1,-2,-1,0
COc1ccc(NC(=O)CCNS(=O)(=O)c2cccc3nsnc23)c(OC)c1,2,1,-1,4,2,-2,2,-2,0
COc1ccc(-c2cc(-c3ccc(O)cc3)nc(N)c2C#N)cc1OC,2,-2,3,-8,3,6,1,4,8
Cc1ccc(S(=O)(=O)N2CCN(Cc3ccco3)CC2)c(C)c1,-4,-1,7,2,2,0,0,14,-1
O=[N+]([O-])c1ccc(N2CCN(S(=O)(=O)c3ccc(Cl)cc3)CC2)cc1NCC1CCCO1 (centres undefined),2,-2,1,0,1,2,1,-1,-9
CC(C(=O)O)c1ccc2c(c1)[nH]c1ccc(Cl)cc12 (centres undefined),-3,-4,6,0,8,4,-3,6,10
CCN(CC(=O)NC1CCS(=O)(=O)C1)S(=O)(=O)c1ccc(Br)cc1 (centres undefined),-4,/,6,/,/,10,/,3,-20
Cc1ccccc1Cn1c(C)nc2ccc([N+](=O)[O-])cc2c1=O,1,-1,5,4,-1,3,6,-1,0
O=C(c1ccco1)N1CCC(c2nc(-c3ccc(F)cc3)no2)CC1,-6,3,3,-4,0,-6,-2,2,4
Cc1ncc(CSCC(=O)Nc2cc(C(F)(F)F)ccc2Cl)c(CO)c1O,2,6,5,7,3,-2,0,3,1
Fc1ccc(-n2c(Cc3ccccc3)nnc2SCc2nc(-c3cccs3)no2)cc1,-2,2,4,4,12,13,-5,3,0
Cc1cc(N2C(=O)CCC2=O)ccc1NC(=O)c1cccs1,2,4,9,0,1,1,1,13,-6
COc1cc(C(=O)Nc2sc3c(c2C(=O)O)CCC3)cc(OC)c1OC,-3,-1,8,1,-6,4,4,4,-4
C#CCOc1ccc(/C=C2/C(=O)ON=C2C)cc1Br,1,-5,0,3,-1,4,5,1,4
O=C(Cn1cc([N+](=O)[O-])ccc1=O)NC1CCCCC1,0,0,2,4,/,2,/,-7,1
CC(=O)N/C(=C\c1ccccc1)C(=O)OCC(=O)NC1CCCC1,-6,-1,2,-2,0,4,-2,9,16
COc1ccc(C(C(=O)NC2CCCC2)N(C(=O)c2snc(C(N)=O)c2N)C2CCCC2)cc1OC (centres undefined),-4,-6,1,6,-8,4,2,-8,5
N#Cc1ccc(C(=O)NC23CC4CC(CC(C4)C2)C3)cc1,-2,-4,11,-1,-4,0,0,3,9
NC(=O)c1ccccc1NC(=O)CN1CCN(Cc2ccccc2)CC1,1,-3,0,0,-6,4,-1,5,1
CCc1cc(C)cc(OCCOc2ccccc2/C=N/NC(C)=O)c1,3,-2,1,-3,4,5,1,4,3
Cc1cc(C)c(NC(=O)CS(=O)CC(=O)NCCCc2ccccc2)c(C)c1 (centres undefined),-3,2,0,-3,2,4,0,4,3
COc1cc(NC(=O)c2ccco2)c(OC)cc1NC(=O)Nc1ccccc1Cl,2,-1,0,-4,9,0,4,5,4
CNC(=S)NNc1nncc2ccccc12,2,3,0,-10,11,1,0,4,-3
CC(C)(C)c1ccc(C(=O)Nc2ncn[nH]2)cc1,-2,1,8,-3,0,3,0,8,-1
COc1ccc(N2CCC(CNS(=O)(=O)c3cccc(C(F)(F)F)c3)C2)cc1 (centres undefined),-12,0,2,-1,9,12,6,2,-1
COc1ccc(/C=C/C(=O)OCC(=O)N2CCCCCC2)cc1OC,-8,/,6,/,/,4,/,3,33*
CCOc1ccc(Cl)cc1/C=N/NC(=O)CNC(=O)c1ccccc1,-1,2,3,-1,6,0,-4,14,0
CCOC(=O)c1sc(N)c(C(=O)OCC)c1C,-1,0,/,1,1,0,-5,/,/
CCn1c(COc2ccccc2OC)nc2ccccc21,-3,1,-5,-3,0,-3,-6,8,-2
COc1ccc(NC(=O)C2(c3ccc(NC(=O)c4ccc(OC)c(OC)c4)cc3)CCCC2)cc1,-7,-1,5,-11,-3,0,-7,-13,-14
CCOC(=O)Nc1c2ccccc2nc2ccccc12,-4,2,6,4,-1,7,1,7,1
N/C(=N\NC(=O)c1ccccc1Cl)c1cc2ccccc2oc1=O,4,-3,0,0,-2,3,1,7,-1

# (further entries)
SMILES,PAD4 FP inh,LYPLA1 counter,PAFAH1B2 inh,PME-1 primary,GSTO1 counter,pPAFAH FP inh,Fam108B inh,PAFAH1B3 inh,PAFAH2 inh
COc1cc(NC(=O)CNC(=O)Cn2ccc3ccccc3c2=O)cc(OC)c1OC,-3,2,1,-7,5,-1,0,10,-3
Cc1scc(C(=O)NNC(=S)NCC2CCCO2)c1C (centres undefined),-1,1,4,-2,7,2,-4,5,2
Cc1ccc(C)n1-c1cccc(S(=O)(=O)N2CCOCC2)c1,-1,2,5,2,-5,4,1,-3,2
O=C(OCc1nc2ccccc2s1)c1cccs1,5,2,1,2,-4,9,0,7,26
O=C(NC1CCN(C(=S)NCc2ccco2)CC1)c1cccc(F)c1,1,4,5,-6,-4,2,-5,1,10
Cc1nc(SCc2ccc(Br)cc2)[nH]c(=O)c1C,2,2,74*,-1,-22,34*,0,0,-18
CN(C)S(=O)(=O)c1cccc(NC(=O)c2ccc3c(c2)OCCO3)c1,1,-2,-3,1,5,-3,-2,7,-2
CCO[C@H]1OC(C(=O)NCc2ccccc2)=C[C@@H](C(C)(C)C)[C@@H]1CCCO,-1,2,1,5,5,5,0,11,-2
CC(C)Cc1nc(N2CCC(C(N)=O)CC2)c2nnn(Cc3ccccc3)c2n1,-7,-1,5,6,-5,-3,2,-6,5
Nc1ccc2c(c1)C(=O)N(CC1CCCO1)C2=O (centres undefined),1,0,2,1,9,-4,0,0,-3
COc1ccc(S(=O)(=O)N2CCN(c3ccccn3)CC2)cc1OC,-1,1,-1,1,1,-6,2,0,3
COc1ccc(NC(=O)c2cc(-c3cc(C)ccc3O)n[nH]2)cc1Cl,-1,-4,2,4,-3,-2,-3,4,-5
CCc1cccc(NC(=O)CSc2nnc(Cc3ccc(OC)cc3)c(=O)[nH]2)c1,2,-6,7,-5,-10,-4,-3,1,0
C=C1C(O)C[C@H]2C(=C)CCC3[C@H](OC(=O)[C@]3(O)CO)[C@@H]12 (some centres undefined),3,0,-11,1,-1,-3,-2,5,2
CC1CCN(C(=O)C2(NC(=O)Nc3cccc(F)c3)CCCCC2)CC1,-2,1,5,5,3,-1,2,5,1
CN(C)c1ccc(NS(=O)(=O)c2ccc(-c3csnn3)cc2)cc1,5,3,/,11,39*,2,1,/,/
Cc1cccc(OCC(=O)Nc2ccc(N3CCN(C(=O)c4ccco4)CC3)cc2)c1,0,4,3,2,5,12,7,2,4
CC(/C=C1\SC(=S)N(NC(=O)c2ccccc2C)C1=O)=C\c1ccccc1,-15,-16,1,-29,-7,-4,-18,2,-4
Cc1cccc(NS(=O)(=O)c2c(C)n[nH]c2C)c1,0,-2,2,4,-4,-1,0,0,1
COc1ccc(NC2=CC(c3ccccc3)N(c3ccc(OC)cc3)C2=O)cc1 (centres undefined),-4,1,/,-4,15,6,3,/,/
COc1ccc(N2CCN(C(=O)CCCn3nnnc3CN3CCOCC3)C(C)C2)cc1 (centres undefined),-2,4,1,-1,6,-3,0,7,-4
CC(=C/C(=O)O)/C=C/c1ccc(Cl)o1,4,4,5,4,10,6,6,10,10
Cc1cc(C)c2nc(N(CCCN(C)C)C(=O)c3ccc(S(=O)(=O)N4CC(C)OC(C)C4)cc3)sc2c1 (centres undefined),3,2,5,6,-2,0,4,4,-3
CCOC(=O)Cn1cnc2c(nnn2-c2cccc(Cl)c2)c1=O,-2,-5,5,-5,-8,-5,4,8,7
C(=N\c1nc2ccccc2n1CCN1CCCCC1)/c1cccs1,-2,1,2,2,4,2,-2,-2,3
COC(=O)c1cccc(C23CC4(C2)[C@H](CN(CC2CCCCC2)[C@@H]4c2ccccc2)C3c2ccccc2)c1 (some centres undefined),2,-3,2,-8,11,-4,0,8,-6
CCOC(=O)c1cc(CC)sc1N,-8,0,0,-4,-8,-4,-4,5,-2
O=C(CCn1c(=O)oc2ccccc21)N1CCOCC1,2,0,4,3,7,3,0,2,6
CC1CCCCC1NC(=O)c1nn(C)c(=O)c2ccccc12 (centres undefined),4,1,2,-2,0,0,-1,-1,0
Clc1ccccc1CN1CCN(/N=C/C=C\c2ccco2)CC1,0,-3,/,2,5,-1,1,/,/
